# CHO-K1 Ca ag: nonselective activator or artifact in parental CHO-K1 cells; activation, % at 3 µM; AID 602248; 360,000 tested, 0.48% active; Fluo-8 calcium fluorescence; scaled to maximal ATP response, vehicle zero; in the data active means activation above about 15%;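 further: untransfected CHO-K1 host cells lacking M1 receptor as counterscreen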
# TAAR1 ag: agonists of human TAAR1; 360,000 tested, 0.99% active; CHO RD-HGA16 TAAR1, Fluo-8 calcium fluorescence; vehicle wells 0%, saturating PEA agonist 100%; activation, % at 3 µM; AID 624467;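 active means activation above the mean activation of all test compounds in the run plus 3 SD, cut at about 38% in these data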
#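 Test system: RD-HGA16 (CHO) cells co-expressing Gα16 and hTAAR1; dosing: one-point dosing at 3 µM (nominal); timing: 17-24 h seeding, 75 min 37 °C dye, 30 min RT; signal: kinetic Fluo-8 calcium fluorescence; read-out basis: % activation relative to PEA EC100 response; controls: DMSO and PEA EC100; replicates: n 1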
# CHO parental Ca: signal in parental CHO cells, OX1R antagonist counter-screen. inhibition, % at 5.6 µM. AID 463079. 330,000 tested, 0.63% active. parental CHO-K1, ATP-induced calcium, Fluo-8 fluorescence;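 active means inhibition above that plate's mean sample inhibition plus 3 SD, cut at about 26% in these data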;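 further: 0% = ATP-challenged DMSO wells and 100% = DMSO wells without ATP; some compounds past the cut are filed as inactive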
#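 Assay system – parental CHO cells · Reagent – ATP stimulus · Detection – intracellular calcium via Fluo-8 no-wash fluorescent dye · Evaluation – percent inhibition of ATP-evoked calcium rise, normalized to controls · Controls – ATP wells versus no-ATP DMSO wells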
# TAAR1 antagonist: human TAAR1 antagonism | Q96RJ0 | 360,000 tested, 1.5% active | inhibition, % at 3 µM | CHO RD-HGA16 TAAR1, Fluo-8 calcium fluorescence, antagonist | AID 624466;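 active means inhibition above a per-plate cutoff, the mean inhibition of test compounds on that plate plus 3 SD, cut at about 49% in these data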;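 further: 0% = DMSO plus EC80 beta-PEA response and 100% = DMSO alone without agonist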
#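 Test system: CHO RD-HGA16 cells bearing hTAAR1 | Reagent: β-PEA, EC80 | Compound dosing: 3 µM, single point | Schedule: Dye loading 75 min at 37 °C, then 30 min room temperature | Signal: Calcium fluorescence with Fluo-8 | Evaluation: Percent inhibition of PEA-evoked calcium signal, max/basal emission ratio | Control set: DMSO-only wells and EC80 β-PEA-stimulated wells | Repeats: Singlicate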
# M1 ag: activates human CHRM1 receptor. CHO-K1 hM1, Fluo-8 calcium fluorescence, agonist mode; 0% DMSO, 100% acetylcholine EC100. activation, % at 3 µM. 360,000 tested, 0.33% active. AID 588814;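 active means activation above the run's mean compound activation plus 3 SD, cut at about 16% in these data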;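 further: peak over basal fluorescence ratio within a 140 s kinetic read after compound addition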
# Target sequence (P11229 whole entry, looked up): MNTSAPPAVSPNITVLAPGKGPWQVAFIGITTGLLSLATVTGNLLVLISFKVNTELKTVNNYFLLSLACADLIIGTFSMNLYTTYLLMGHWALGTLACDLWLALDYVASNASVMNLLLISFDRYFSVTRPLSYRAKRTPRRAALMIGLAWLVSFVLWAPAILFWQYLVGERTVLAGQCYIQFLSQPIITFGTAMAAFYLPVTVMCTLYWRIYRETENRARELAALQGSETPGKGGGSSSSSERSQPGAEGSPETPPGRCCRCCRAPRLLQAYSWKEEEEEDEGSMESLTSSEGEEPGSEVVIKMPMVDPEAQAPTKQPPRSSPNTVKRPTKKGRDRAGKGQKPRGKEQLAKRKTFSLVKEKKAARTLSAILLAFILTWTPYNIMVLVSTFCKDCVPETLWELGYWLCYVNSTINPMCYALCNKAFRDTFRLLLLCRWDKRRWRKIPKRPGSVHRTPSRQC
# V1aR counter: V1a receptor agonism, counter-screen for OXTR agonists | AID 2797 | activation, % at 3 µM | P37288 | CHO-V1R cells, Fluo-8 calcium fluorescence, agonist mode; 0% DMSO, 100% 3 nM vasopressin | 320,000 tested, 0.25% active;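 active means activation above the mean activation of all tested compounds plus 3 SD, per screening run, cut at about 20% in these data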;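 further: signal is peak over basal fluorescence ratio across a 100 second FLIPR read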
# CHO-K1 Ca PAM: nonselective activator or artifact in parental CHO-K1 calcium assay | ATP EC20, Fluo-8 calcium fluorescence; 0% at ATP EC20, 100% at ATP max | activation, % at 3 µM | 360,000 tested, 0.02% active;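 active means activation above the run cutoff, the mean activation of all test compounds plus 3 SD, cut at about 40% in these data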;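 further: peak over basal fluorescence ratio in a 140 s read after ATP addition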
# OXTR potentiate: potentiates the human oxytocin receptor response; P30559; CHO-OTR cells, Fluo-8 calcium fluorescence, potentiator mode; 0% = oxytocin EC15, 100% = EC100; activation, % at 3 µM; 320,000 tested, 0.061% active; AID 2445;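 active means activation above that plate's cutoff, the mean activation of tested compounds plus 3 SD, cut at about 6.6% in these data, passing the limit was not always enough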;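 further: 100% uses oxytocin at 75 nM as the full agonist control; some results filed as inactive read as strong as hits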
# Target sequence (P30559 whole entry, looked up): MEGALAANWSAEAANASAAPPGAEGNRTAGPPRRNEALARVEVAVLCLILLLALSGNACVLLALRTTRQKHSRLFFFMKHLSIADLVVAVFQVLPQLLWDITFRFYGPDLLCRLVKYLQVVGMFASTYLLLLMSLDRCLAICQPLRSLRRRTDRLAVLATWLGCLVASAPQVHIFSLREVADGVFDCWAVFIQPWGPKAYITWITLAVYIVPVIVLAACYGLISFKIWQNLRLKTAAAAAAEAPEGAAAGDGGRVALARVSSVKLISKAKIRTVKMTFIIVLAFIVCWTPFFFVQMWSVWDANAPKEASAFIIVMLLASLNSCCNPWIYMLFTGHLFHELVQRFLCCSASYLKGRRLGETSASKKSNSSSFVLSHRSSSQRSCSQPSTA
#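 Assay system: CHO cell line stably expressing human OTR | Also added: Oxytocin at about EC15, sub-maximal agonist stimulus | Times: Compound 6 min at room temperature before oxytocin, 100 s read | Measured by: Fluo-8 intracellular calcium fluorescence, ex 470-495, em 515-575 nm | Controls: EC15 oxytocin alone as 0%, 75 nM oxytocin as 100%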
# CHO-K1 Ca antag: counter-screen for M1 antagonists: effect in parental CHO-K1 cells. ATP-induced calcium, Fluo-8 fluorescence. 360,000 tested, 0.6% active. inhibition, % at 3 µM;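 active means inhibition above a per-plate cutoff, the plate's mean sample inhibition plus 3 SD, cut at about 24% in these data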;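 further: 0% = DMSO plus EC80 ATP and 100% = DMSO alone without ATP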
# An asterisk follows results filed as active; nt = not tested or not shown.
item	SMILES	CHO-K1 Ca ag	TAAR1 ag	CHO parental Ca	TAAR1 antagonist	M1 ag	V1aR counter	CHO-K1 Ca PAM	OXTR potentiate	CHO-K1 Ca antag
1	CCC(C)N(C)Cc1cccc(C2(O)CCN(S(=O)(=O)c3ccc(F)cc3)CC2)c1 (configuration not stated)	0.1	-1	-14	17	-15	0.2	15	-10	-26
2	COc1ccccc1C(=O)NC(=O)COC(=O)c1cnccn1	-0.1	3	nt	-17	-1	nt	-8	nt	-2
3	COc1ccccc1CC(=O)N(CCC#N)CCC#N	0.3	1	7	-3	-2	0.8	13	-4	-7
4	C[C@H](NC(=O)[C@@H]1CCC(=O)N1Cc1ccco1)c1ccccc1	1.0	3	-12	5	-7	-0.5	29	-2	-19
5	CC(=O)c1ccc(NC(=O)CSC(C)C)cc1	0.7	7	-14	-5	-4	-0.2	14	-7	-8
6	CCOc1ccc(OCC)c(Nc2cc(C)nc3nc(C)nn23)c1	0.0	-1	-7	-4	1	-0.8	-11	1	34*
7	CC(=O)c1cccc(NS(=O)(=O)N2CCCCC2)c1	0.2	3	-17	-5	-4	1.2	5	-8	-1
8	O=C(O)c1ccccc1SC1CC(=O)N(C2CCCCC2)C1=O (configuration not stated)	1.2	nt	-11	nt	-1	-0.7	18	-1	-4
9	CCOC(=O)N1CCC(N2C(=O)c3ccccc3C2Nc2cccnc2)CC1 (configuration not stated)	-0.4	-2	-4	-17	-10	-0.4	0	0	4
10	COc1ccccc1CCCNC(=O)C1CCC(=O)N(CCN2CCOCC2)C1 (configuration not stated)	0.1	0	-7	-2	-4	-0.1	-10	-7	-6
11	Cc1nn(Cc2ccccc2)c(Cl)c1/C=C/C(=O)OC(C)C(=O)N1CCCC1 (configuration not stated)	1.2	0	-10	-6	-6	1.3	-6	-10	-5
12	CCCCc1c(C)nc2ccc(C)cc2c1SCCC(=O)O	-0.3	1	-6	-15	-8	-1.2	-10	5	14
13	Cc1ccc(N2CC(C(=O)N3CCC4(CC3)CC(=O)c3ccccc3O4)CC2=O)cc1C (configuration not stated)	1.5	9	5	-12	-2	4.7	-12	-14	-3
14	O=C(C1CCCN(S(=O)(=O)c2cccc3nsnc23)C1)N1CC=C(c2ccccc2)CC1 (configuration not stated)	5.5	10	21	50*	1	6.8	9	-10	9
15	CC(C)(O)C1Cc2cc(/C=C/C(=O)O)c(O)cc2O1 (configuration not stated)	1.4	2	nt	8	-7	nt	13	nt	-2
16	Cc1nnc(NC(=O)CSC2CCCCC2)s1	2.9	11	-11	15	11	5.0	28	0	-6
17	Cn1c(Cc2cccs2)nnc1SCC(=O)Nc1ccccc1	1.1	1	-10	-9	-6	-0.4	23	-1	-22
18	O=C(COC(=O)C1CCN(c2ccc(C(F)(F)F)cn2)CC1)Nc1ncc(Cl)cc1Cl	-0.1	7	-7	7	-1	1.4	1	3	-2
19	CC(Cc1ccccc1)=NNS(=O)(=O)c1ccc([N+](=O)[O-])cc1	0.1	0	nt	11	0	nt	-8	nt	-6
20	COc1cccc(C2/C(=C(/O)c3ccccc3)C(=O)C(=O)N2CCCC(=O)O)c1 (configuration not stated)	-0.1	16	nt	-1	1	nt	9	nt	-10
21	COCCCN(C(=O)CCOc1ccc(C)cc1)c1c(N)n(Cc2ccccc2)c(=O)[nH]c1=O	0.1	2	-7	-22	-5	0.1	-2	2	0
22	CCOc1ccc2cc(C#N)c(SCC(=O)N3CCOCC3)nc2c1	1.5	4	-14	3	-5	-1.0	22	1	-7
23	O=[N+]([O-])c1ccc(CSC2=NCCN2)cc1	0.4	0	4	-3	-8	-0.6	9	-4	0
24	COc1cccc(C(=O)CSc2nccn2C)c1	0.9	0	0	-26	-7	0.3	20	-4	-12
25	CCOC(=O)c1cccc(NS(=O)(=O)c2c(C(=O)N3CCCCCC3)c(C)n(C)c2C)c1	3.5	3	-30	11	-2	2.2	6	-7	-9
26	C[C@@]12CCC[C@H](O1)[C@@H]([C@H](O)c1ccccc1)O2	0.3	20	-9	4	-3	0.7	-8	-1	-1
27	COc1ccc(Cn2nnnc2C(c2ccc(C)cc2)N2CCN(C3CCCC3)CC2)cc1 (configuration not stated)	0.0	7	-16	8	-6	8.6	-2	-9	0
28	O=C(c1cccc([N+](=O)[O-])c1)N(c1ccccn1)c1ccccn1	0.5	-1	-1	-8	-5	0.4	28	-2	1
29	Cn1c(NCc2ccc3occc3c2)nc2cc(-c3ccc(F)cc3)sc2c1=O	0.0	2	nt	-9	0	nt	18	nt	-12
30	COc1ccc(N(CC(=O)N2CCN(c3ccc(Cl)cc3)CC2)S(=O)(=O)c2c(C)noc2C)cc1	0.5	-1	-8	-13	-1	0.2	3	-12	11
31	Cc1onc(-c2ccccc2Cl)c1C(=O)Nc1ccc(F)c(F)c1	1.0	0	-11	2	-7	-0.9	-9	-4	-1
32	C/C(=N\NC(=S)NCc1ccccc1)c1ccc(C(C)(C)C)cc1	0.3	5	-35	1	-4	-0.1	4	-10	-1
33	Cc1onc(-c2c(F)cccc2Cl)c1C(=O)N1C=CC(C(F)(F)F)=NCC1	0.1	0	-5	-5	-2	4.8	9	0	0
34	CCCCN(Cc1ccccc1)C1CCN(Cc2ccccc2)CC1	0.5	0	-15	-2	-9	-0.1	5	-2	-9
35	COc1ccc(CN(Cc2ccco2)S(=O)(=O)c2ccc(S(=O)(=O)N3CCCC3)cc2)cc1	0.1	5	-17	6	-7	-0.5	10	1	-4
36	O=C1C=CC(=O)N1c1ccc2ccccc2c1	0.1	7	nt	1	-1	nt	8	nt	-8
37	O=C(O)c1ccccc1C(=O)c1cccc2c(F)cccc12	-0.9	1	nt	5	-7	nt	-5	nt	-4
38	O=S1(=O)c2ccccc2OC(COCc2ccccc2)CN1Cc1ccccc1 (configuration not stated)	1.2	1	-15	17	-3	nt	16	nt	-17
39	O=C(CNCC1(N2CCOCC2)CCCCC1)Nc1ccc(Cl)cc1	0.1	9	-25	9	-6	0.0	-15	-5	7
40	CCCN(CC1CC1)S(=O)(=O)c1ccc(S(N)(=O)=O)cc1	0.4	3	-3	9	-1	0.8	10	-4	0
41	CN(Cc1c(O)ccc2c1oc(=O)c1ccccc12)C1CCCCC1	0.2	2	-18	2	2	0.3	-9	1	1
42	c1cc(CNc2ccc(N3CCOCC3)cc2)ccn1	0.7	8	-13	-4	-3	0.4	9	3	-11
43	CC1(C)CC(C2N3CC4(C)CN2CC(C)(C3)C4=O)CCO1 (configuration not stated)	0.1	0	-14	-4	-3	0.9	5	-4	-8
44	O=c1[nH][nH]c2c1[C@H](c1ccc(F)cc1)O[C@H](CCc1ccccc1)C2	0.5	2	nt	-6	nt	nt	-8	nt	6
45	CCCNC(=O)C1(C)CCN(C(=O)c2oc3ccccc3c2C)C1 (configuration not stated)	0.5	1	nt	-22	-2	nt	9	nt	-4

# Screen by screen, as entered above:
# OXTR potentiate for nos. 35–42, in order: 1, nt, nt, nt, -5, -4, 1, 3
# CHO parental Ca for nos. 35–42, in order: -17, nt, nt, -15, -25, -3, -18, -13

# Compounds above that have a CF3 group (2):
item	SMILES	CHO-K1 Ca ag	TAAR1 ag	CHO parental Ca	TAAR1 antagonist	M1 ag	V1aR counter	CHO-K1 Ca PAM	OXTR potentiate	CHO-K1 Ca antag
18	O=C(COC(=O)C1CCN(c2ccc(C(F)(F)F)cn2)CC1)Nc1ncc(Cl)cc1Cl	-0.1	7	-7	7	-1	1.4	1	3	-2
33	Cc1onc(-c2c(F)cccc2Cl)c1C(=O)N1C=CC(C(F)(F)F)=NCC1	0.1	0	-5	-5	-2	4.8	9	0	0

# (next part)
item	SMILES	CHO-K1 Ca ag	TAAR1 ag	CHO parental Ca	TAAR1 antagonist	M1 ag	V1aR counter	CHO-K1 Ca PAM	OXTR potentiate	CHO-K1 Ca antag
46	Cc1ccc(CN2C(=O)CCC2C(=O)NCC2CCCO2)cc1 (configuration not stated)	-0.1	9	-8	-9	-2	-0.9	2	2	-4
47	Cc1cccc(NC(=S)NC(=O)/C=C/c2ccco2)n1	0.5	1	-8	28	-3	-0.3	9	-4	-6
48	Cc1ccc(Cl)c(NC(=O)CSc2n[nH]c(=O)n2C2CC2)c1Cl	1.3	1	-15	-20	-4	1.8	11	-5	-11
49	C=CCc1ccccc1OCC(O)CN1CCN(c2ccc(OC)cc2)CC1 (configuration not stated)	0.9	9	-10	-1	-6	1.4	10	-2	-6
50	OC[C@@H]1CN(CCN2CCOCC2)C[C@H](n2cnc3c(NC4CCCC4)ncnc32)O1	-0.7	3	nt	-18	0	nt	-1	nt	4
51	CCOC(=O)c1sc2ccc(S(=O)(=O)N3CCCCC3)cc2c1N	-0.1	8	-21	-6	2	4.0	0	-3	-24
52	CCSc1nnc(NC(=O)COc2ccc3ccccc3c2)s1	-0.4	19	-7	-4	0	-0.5	-5	-6	13
53	O=C(COc1ccccc1[N+](=O)[O-])N(C1CCCCC1)C1CCS(=O)(=O)C1 (configuration not stated)	0.2	1	16	-14	-1	-1.3	-11	-8	-7
54	CCN(c1ccc(OC)cc1)S(=O)(=O)c1csc(C(=O)N2CCCC2)c1	4.8	3	-22	-14	-2	3.2	-5	-8	-11
55	COc1ccc(C(=O)C2CC2c2ccc3c(c2)OCO3)cc1 (configuration not stated)	-0.5	8	-19	10	-9	1.8	7	-8	13
56	O=c1ccc2cc(S(=O)(=O)NCc3ccccc3)ccc2[nH]1	0.1	6	6	-33	0	0.5	16	-1	15
57	Cc1ccc(C)c(Nc2c([N+](=O)[O-])ccc3nonc23)c1	3.5	72*	-14	-4	9	22*	20	-8	-13
58	Cc1cc(OCC(O)CN2CCN(CCO)CC2)ccc1C(C)C (configuration not stated)	0.4	0	-9	3	-3	2.4	1	-6	-5
59	O/N=C/c1cn(-c2ccccc2)nc1-c1cccnc1	0.5	0	-8	-8	-1	0.9	5	-2	1
60	Cc1cc(C)cc(NC(=O)c2nccnc2C(=O)O)c1	0.1	1	7	-5	-3	0.8	-2	1	9
61	COc1ccccc1N1CCN(C(=O)c2ccc(CN3CCOCC3)cc2)CC1	0.6	0	15	0	5	-0.9	18	-6	-7
62	O=C(Nc1ccc2c(c1)C(=O)NC2=O)c1cccc(C(F)(F)F)c1	0.0	0	0	-5	-4	-0.4	-6	-4	11
63	COc1cccc(CN2C(=O)NC3(CCCCCC3)C2=O)c1	0.8	5	-4	-4	-5	0.9	1	-8	-6
64	CN(CC(=O)N1CCCCC1)S(=O)(=O)c1ccc(Cl)cc1	-0.4	5	-21	-9	-6	0.3	12	-7	-7
